RAD52 inh: blocks human RAD52 DNA annealing; 360,000 tested, 0.46% active; inhibition, % at 18.7 µM; P43351; AID 651710; recombinant RAD52 DNA annealing, FRET fluorescence;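 active = every replicate showing at least 50% inhibition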
ERAP1 HTS inh: inhibitors of human ERAP1 aminopeptidase; Q9NZ08; recombinant ERAP1, Leu-AMC fluorescence, 60 min; inhibition, % at 10.7 µM; 340,000 tested, 0.15% active;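 active = mean replicate inhibition of at least 30%, or all replicates individually reaching that 30% level; inactive = mean below 30% and not every replicate reaching it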;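 also: 0% = neutral control wells and 100% = L-leucinethiol positive control wells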
Target sequence (Q9NZ08 whole entry, looked up): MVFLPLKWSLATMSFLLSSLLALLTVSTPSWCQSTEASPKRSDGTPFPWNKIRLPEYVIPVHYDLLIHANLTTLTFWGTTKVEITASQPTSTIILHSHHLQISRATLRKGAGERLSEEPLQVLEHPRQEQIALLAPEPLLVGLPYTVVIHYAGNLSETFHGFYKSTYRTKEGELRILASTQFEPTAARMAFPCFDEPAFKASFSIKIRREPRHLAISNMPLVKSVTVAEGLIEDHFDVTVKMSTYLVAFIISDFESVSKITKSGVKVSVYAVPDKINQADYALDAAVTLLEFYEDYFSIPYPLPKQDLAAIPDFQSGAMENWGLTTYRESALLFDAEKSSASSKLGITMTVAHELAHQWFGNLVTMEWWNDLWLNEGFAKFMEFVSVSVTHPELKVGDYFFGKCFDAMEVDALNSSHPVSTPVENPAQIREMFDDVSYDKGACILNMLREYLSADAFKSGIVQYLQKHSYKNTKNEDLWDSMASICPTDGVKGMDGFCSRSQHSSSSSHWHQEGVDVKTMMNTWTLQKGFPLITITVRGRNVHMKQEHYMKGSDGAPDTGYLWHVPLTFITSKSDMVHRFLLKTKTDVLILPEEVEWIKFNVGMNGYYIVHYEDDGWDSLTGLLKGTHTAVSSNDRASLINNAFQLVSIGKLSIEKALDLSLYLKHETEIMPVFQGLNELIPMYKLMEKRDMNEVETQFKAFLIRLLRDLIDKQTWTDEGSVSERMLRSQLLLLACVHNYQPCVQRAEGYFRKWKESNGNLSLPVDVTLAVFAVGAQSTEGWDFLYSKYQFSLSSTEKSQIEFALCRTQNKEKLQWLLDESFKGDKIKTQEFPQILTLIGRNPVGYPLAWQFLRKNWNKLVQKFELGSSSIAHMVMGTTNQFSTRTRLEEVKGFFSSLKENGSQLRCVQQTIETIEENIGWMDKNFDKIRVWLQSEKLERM
PglD DTNB: blocks C. jejuni PglD acetyltransferase activity. inhibition, % at 12.5 µM. AID 602405. 360,000 tested, 0.098% active. purified PglD enzyme, DTNB colorimetric CoA detection; in the data active = inhibition above about 16%, passing the limit was not always enough; also: strong numbers were not always called active
PGC1a acetyl inh: PGC1a acetylation modulation, inhibitor mode; U2OS PGC1a acetylation, AlphaScreen anti-acetyl-lysine; with virally co-expressed GCN5 acetyltransferase; AID 651687; 350,000 tested, 0.17% active; inhibition, % at 15.6 µM;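 active = every replicate shows inhibition of at least 40%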;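 also: 0% = neutral control wells and 100% = positive control wells; some results beyond the cut were filed as inactive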
E-selectin induc: E-selectin induction on HUVECs; AID 686992; activation, % at 7.58 µM; 260,000 tested, 0.37% active; P16581; HUVEC E-selectin immunofluorescence imaging; normalized: neutral wells 0, TNF-alpha wells 100;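 active = mean E-selectin-positive cell signal at least 10% of the positive control, reached in at least 60% of replicates, without over 20% cell loss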;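 also: in these data hits start at about 27%; measured in HUVEC primary endothelial cells; signal is the percent of cells scored E-selectin positive by PE staining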
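Assay system: HUVEC primary endothelial cells. Input: 3,000 HUVEC seeded per well. Doses: one compound dose added by pin transfer. Read-out basis: % PE-positive cells. Benchmarks: TNF-alpha high, DMSO low. Detection: immunofluorescence imaging. Buffer or medium: EGM-2, gelatin.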
RAD54 inh: inhibitors of human RAD54 branch migration | Q92698 | RAD54 Holliday junction branch migration, FAM/BHQ fluorescence | inhibition, % at 10.4 µM | 360,000 tested, 0.14% active | AID 602329;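 active = mean normalized replicate activity at least 40 and at least half of replicates scoring 40 or more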;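 also: 0% = median of neutral control wells and 100% = median of positive control wells; inhibitors cause a drop in the FAM fluorescence signal; in these data hits start at about 50%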
Cneo AK release: causes C. neoformans cell lysis. adenylate kinase release luminescence, 4 h; normalised: neutral wells 0, clomiphene wells 100. lysis activity, % at 15 µM. 360,000 tested, 0.2% active. AID 651654;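 active = mean lysis activity across replicates of at least 80%, whatever share of replicates individually reach that level; inactive = mean lysis activity below 80%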
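Assay system: Cryptococcus neoformans yeast cells / Dosing: single-point compound dose / Timing: 4 h at 37 °C static, read 1 h later / Measured by: luminescence of released adenylate kinase using an AK detection reagent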
miR122 inh: inhibitors of miR-122 in Huh7 cells; 340,000 tested, 0.3% active; AID 602342; Huh7 miR-122 Renilla luciferase sensor, 48 h; neutral wells = 0, positive control = 100; activation (reporter increase), % at 12.5 µM;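 active = mean replicate activation score at least 90 and every replicate individually at or above 90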;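 also: higher luciferase means less miR-122 activity so hits act as miR-122 inhibitors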
Numbers without * were called inactive; & = joins results of further samples; [ ] = remark or other dose.

Results for COc1ccccc1C(c1nnnn1C(C)C)N1CCN(C(=O)c2ccco2)CC1 (configuration not stated) ?
RAD52 inh: -5; ERAP1 HTS inh: -1; PglD DTNB: -10; PGC1a acetyl inh: -4; RAD54 inh: 10; Cneo AK release: 0; miR122 inh: -3

How did Cc1cc2c(N3CCCCC3C)ncnc2s1 (configuration not stated) do in these assays?
PglD DTNB: 7; PGC1a acetyl inh: -6; RAD54 inh: 2; Cneo AK release: 0; miR122 inh: -7

What do the screens show for `O=C(NCc1ccco1)c1ccc([N+](=O)[O-])cc1Cl`?
RAD52 inh: -2; ERAP1 HTS inh: 0; PglD DTNB: 5; PGC1a acetyl inh: 0; RAD54 inh: -6; Cneo AK release: -1; miR122 inh: -2

What do the screens show for `CCCc1cc(=O)[nH]c(SCC(=O)Nc2ccc(OCc3ccccc3)cc2)n1`?
RAD52 inh: -7; ERAP1 HTS inh: 5; PglD DTNB: -2; PGC1a acetyl inh: -2; E-selectin induc: 0.0; RAD54 inh: 5; Cneo AK release: -2

Results for C[C@@H]1CCCCO[C@@H](CN(C)CC2CC2)[C@H](C)CN([C@H](C)CO)C(=O)c2cc(NC(=O)Nc3ccc(C(F)(F)F)cc3)ccc2O1 ?
PglD DTNB: -3; PGC1a acetyl inh: 17; E-selectin induc: -0.1; RAD54 inh: -2; Cneo AK release: -14; miR122 inh: -1[16.7 µM]

Results for O=C(c1ccc(Br)s1)N1CCCC1 ?
PglD DTNB: 4; PGC1a acetyl inh: -4; RAD54 inh: -7; Cneo AK release: 0; miR122 inh: 2

What do the screens show for `Cc1cc(=O)n2nc(N3CCCC(C(=O)NCc4ccccc4Br)C3)sc2n1` (configuration not stated)?
RAD52 inh: -2; ERAP1 HTS inh: -2; PglD DTNB: -6; PGC1a acetyl inh: 20; RAD54 inh: 10; Cneo AK release: 2

Results for CC(=O)c1ccc(Nc2nc(C(N)c3ccccc3)cs2)cc1 (configuration not stated) ?
RAD52 inh: -46; ERAP1 HTS inh: -1; PglD DTNB: -8; PGC1a acetyl inh: -7; E-selectin induc: 0.0; RAD54 inh: 10; Cneo AK release: 1; miR122 inh: 2

How did O=C(C[n+]1ccccc1)N/N=C/c1ccc(O)cc1 do in these assays?
RAD52 inh: -8; ERAP1 HTS inh: 4; PglD DTNB: -2; PGC1a acetyl inh: 1; RAD54 inh: 11; Cneo AK release: -3; miR122 inh: -5

What do the screens show for `O=C(Cc1cccnc1)N[C@@H]1CC[C@H](CCn2cc(Cc3ccccc3)nn2)O[C@@H]1CO`?
RAD52 inh: -1&-9; ERAP1 HTS inh: 1; PglD DTNB: -4; PGC1a acetyl inh: 7; E-selectin induc: -0.5&-0.3; RAD54 inh: 3; Cneo AK release: 0

Results for CCC1C(=O)N=C(SCC(=O)NC2CCCCC2)NC1=O (configuration not stated) ?
RAD52 inh: -20; ERAP1 HTS inh: 1; PGC1a acetyl inh: -3; E-selectin induc: 0.1; miR122 inh: 5

Results for CC(=O)NCCC(=O)Nc1cc(S(=O)(=O)N2CCCCC2)ccc1Oc1ccccc1 ?
RAD52 inh: -12; ERAP1 HTS inh: 4; PglD DTNB: 1; E-selectin induc: -0.8; RAD54 inh: 5; Cneo AK release: 1

Results for CCC1CCc2c(sc(NC(=O)c3cccnc3)c2C(N)=O)C1 (configuration not stated) ?
RAD52 inh: 3; ERAP1 HTS inh: -3; PglD DTNB: -4; E-selectin induc: 0.0; RAD54 inh: 4; Cneo AK release: -10

Results for Cc1c(Br)c(C(F)(F)F)nn1CC(=O)NCc1ccccc1 ?
PglD DTNB: 5; PGC1a acetyl inh: 0; RAD54 inh: 10; Cneo AK release: -2; miR122 inh: 7

What do the screens show for `CCOc1ccccc1NC(=O)C(CC(C)C)NC(=O)C1CCCCC1` (configuration not stated)?
PglD DTNB: 1; PGC1a acetyl inh: 7; RAD54 inh: -5; Cneo AK release: -2; miR122 inh: -1

In the list so far, these contain a furan ring, fused or not:
Results for COc1ccccc1C(c1nnnn1C(C)C)N1CCN(C(=O)c2ccco2)CC1 (configuration not stated) ?
RAD52 inh: -5; ERAP1 HTS inh: -1; PglD DTNB: -10; PGC1a acetyl inh: -4; RAD54 inh: 10; Cneo AK release: 0; miR122 inh: -3

What do the screens show for `O=C(NCc1ccco1)c1ccc([N+](=O)[O-])cc1Cl`?
RAD52 inh: -2; ERAP1 HTS inh: 0; PglD DTNB: 5; PGC1a acetyl inh: 0; RAD54 inh: -6; Cneo AK release: -1; miR122 inh: -2

Continued.
How did CC1CCCCN1S(=O)(=O)c1ccc(NC(=O)c2cccc(-n3cnnn3)c2)cc1 (configuration not stated) do in these assays?
PglD DTNB: -2; PGC1a acetyl inh: -3; RAD54 inh: -5; Cneo AK release: 2; miR122 inh: -5

What do the screens show for `COc1cc2oc(=O)cc(-c3ccc(-c4ccc(C#N)cc4)cc3)c2c(OC)c1OC`?
RAD52 inh: -5; PglD DTNB: -1; PGC1a acetyl inh: 3; E-selectin induc: 4.0; RAD54 inh: 1; Cneo AK release: -1; miR122 inh: 0

What do the screens show for `CCCC#Cc1ccc([C@H]2[C@@H](C#N)N(C(=O)C3CCCCC3)[C@H]2CO)cc1`?
RAD52 inh: -57; ERAP1 HTS inh: 1; PglD DTNB: 1; PGC1a acetyl inh: -4; E-selectin induc: -0.2; RAD54 inh: 11; Cneo AK release: 0

Results for COc1ccc(C(C(=O)NCc2ccccc2)N(C(=O)c2snc(C(N)=O)c2N)c2ccccc2OC)cc1OC (configuration not stated) ?
RAD52 inh: -19; ERAP1 HTS inh: 2; PglD DTNB: -1; PGC1a acetyl inh: 22; E-selectin induc: -0.1; RAD54 inh: 1; Cneo AK release: 6; miR122 inh: 11

What do the screens show for `O=C(Cc1ccc(NC(=O)C2CCN(C(=O)C3CCCC3)CC2)cc1)Nc1ccc(C(=O)N2CCOCC2)cc1`?
RAD52 inh: -8; ERAP1 HTS inh: -1; PglD DTNB: 1; E-selectin induc: 4.9; RAD54 inh: -2; Cneo AK release: -1

What do the screens show for `O=C(Nc1ccccc1N1CCOCC1)c1ccc2ccccc2c1`?
RAD52 inh: -20; ERAP1 HTS inh: -3; PglD DTNB: -4; PGC1a acetyl inh: 2; E-selectin induc: 0.0; RAD54 inh: -7; Cneo AK release: -2; miR122 inh: 4

Results for COc1ccc(NC(=O)C2CCCN(c3c4c(nc5ncnn35)CCC4)C2)cc1 (configuration not stated) ?
PglD DTNB: 4; PGC1a acetyl inh: -30; RAD54 inh: -2; Cneo AK release: 0; miR122 inh: 1

Results for O=C(O)C[C@@H]1C[C@@H]2c3cc(NC(=O)c4ccc5c(c4)OCO5)ccc3O[C@@H]2[C@@H](CO)O1 ?
RAD52 inh: 16; ERAP1 HTS inh: -3; PglD DTNB: -2; PGC1a acetyl inh: 8; E-selectin induc: -0.3; RAD54 inh: 8; Cneo AK release: 0; miR122 inh: 6[16.7 µM]

What do the screens show for `O=C(COC(=O)c1ccccc1NCCO)Nc1ccc(S(=O)(=O)NC2=NCCCCC2)cc1`?
RAD52 inh: -9; ERAP1 HTS inh: -8; PglD DTNB: -5; RAD54 inh: -8; Cneo AK release: 2

What do the screens show for `CCN(CC(=O)Nc1cc(Cl)ccc1C)C(=O)CCc1nc2ccccc2c(=O)[nH]1`?
RAD52 inh: -25; ERAP1 HTS inh: 1; PglD DTNB: 2; RAD54 inh: -9; Cneo AK release: 0

Results for CC[C@]12C(=O)N(C)C[C@H]([C@@H]3C(=O)N(Cc4ccccc4)C(=O)[C@@H]31)N2C(=O)c1ccc(F)cc1 ?
RAD52 inh: -13; ERAP1 HTS inh: 0; PglD DTNB: 1; E-selectin induc: -0.2; RAD54 inh: 4; Cneo AK release: -3

What do the screens show for `C[C@H](CO)N1C[C@H](C)[C@H](CN(C)C(=O)C2CCCCC2)Oc2ncc(/C=C/c3ccccc3)cc2C1=O`?
RAD52 inh: 12; ERAP1 HTS inh: 0; PglD DTNB: 0; PGC1a acetyl inh: 19; E-selectin induc: 0.2; RAD54 inh: 2; Cneo AK release: 2; miR122 inh: -10[16.7 µM]

How did C[C@@H]1CN([C@@H](C)CO)C(=O)Cc2cc(NC(=O)Cc3cn(C)c4ccccc34)ccc2O[C@H]1CN(C)S(=O)(=O)c1cn(C)cn1 do in these assays?
RAD52 inh: -8; ERAP1 HTS inh: -1; PglD DTNB: -2; PGC1a acetyl inh: -3; E-selectin induc: 0.0; RAD54 inh: 4; Cneo AK release: -2; miR122 inh: 2[16.7 µM]

How did Cc1ccccc1C(=O)c1cccn1CC(=O)NCc1ccc(Cl)cc1 do in these assays?
RAD52 inh: -16; ERAP1 HTS inh: -2; PglD DTNB: -2; PGC1a acetyl inh: 3; RAD54 inh: -2; Cneo AK release: 2; miR122 inh: -7

Results for CCc1cc(=O)oc2cc(C)cc(OC(C)C(=O)NCc3ccccn3)c12 (configuration not stated) ?
RAD52 inh: -17; ERAP1 HTS inh: 0; PglD DTNB: 1; PGC1a acetyl inh: -10; E-selectin induc: 3.2; RAD54 inh: -9; Cneo AK release: 6; miR122 inh: -5

Arranged by molar mass (rising): 3 of the compounds above.
Results for COc1ccc(NC(=O)C2CCCN(c3c4c(nc5ncnn35)CCC4)C2)cc1 (configuration not stated) ?
PglD DTNB: 4; PGC1a acetyl inh: -30; RAD54 inh: -2; Cneo AK release: 0; miR122 inh: 1

How did CC1CCCCN1S(=O)(=O)c1ccc(NC(=O)c2cccc(-n3cnnn3)c2)cc1 (configuration not stated) do in these assays?
PglD DTNB: -2; PGC1a acetyl inh: -3; RAD54 inh: -5; Cneo AK release: 2; miR122 inh: -5

What do the screens show for `O=C(Cc1ccc(NC(=O)C2CCN(C(=O)C3CCCC3)CC2)cc1)Nc1ccc(C(=O)N2CCOCC2)cc1`?
RAD52 inh: -8; ERAP1 HTS inh: -1; PglD DTNB: 1; E-selectin induc: 4.9; RAD54 inh: -2; Cneo AK release: -1

(cont.)
Results for COc1cccc(-c2nn(-c3ccccc3)cc2CO)c1 ?
PglD DTNB: 1; PGC1a acetyl inh: -9; RAD54 inh: -6; Cneo AK release: 1; miR122 inh: -34

What do the screens show for `COc1cccc(C#Cc2ccc([C@@H]3[C@@H](CO)N4C(=O)CN(S(=O)(=O)c5ccccc5C)C[C@H]34)cc2)c1`?
RAD52 inh: -9; ERAP1 HTS inh: -1; PGC1a acetyl inh: -22; E-selectin induc: -0.2

Results for CC(C)[C@H](NC(=O)[C@H](Cc1ccccc1)n1c(=O)[nH]c2ccccc2c1=O)C(=O)N1CCC[C@H]1C(=O)O ?
RAD52 inh: -2; ERAP1 HTS inh: -2; PglD DTNB: -4; PGC1a acetyl inh: 1; RAD54 inh: -3; Cneo AK release: -1; miR122 inh: 0

How did Cc1ccc(C(=O)Nc2ccc(N3CCOCC3)cc2N2CCOCC2)cc1 do in these assays?
RAD52 inh: -24; ERAP1 HTS inh: -1; PglD DTNB: 3; E-selectin induc: 0.6; RAD54 inh: -9; Cneo AK release: 0; miR122 inh: 1

What do the screens show for `CC(C)c1ccc(NC(=S)NC2CCCCCC2)cc1`?
RAD52 inh: 6; ERAP1 HTS inh: 9; PGC1a acetyl inh: -3; E-selectin induc: 5.5

How did COc1ccc(NC(=O)Nc2ccc3c(c2)C(=O)N([C@H](C)CO)C[C@H](C)[C@@H](CN(C)C(=O)NC(C)C)O3)cc1 do in these assays?
RAD52 inh: -9&-17; ERAP1 HTS inh: 1&-4; PglD DTNB: 0&-3; E-selectin induc: 0.2&0.6; RAD54 inh: 2&-1; Cneo AK release: -2&7; miR122 inh: -3[16.7 µM]

What do the screens show for `CCNC(=O)c1cc2c(=O)n3cccc(C)c3nc2n(Cc2ccc(C)cc2)c1=N`?
PglD DTNB: -4; PGC1a acetyl inh: -4; RAD54 inh: 25; Cneo AK release: 2; miR122 inh: 1
